# Screening results as filed in PubChem.
# NOD2 RIPK2 PPI: NOD2-RIPK2 binding disruptors in cells, primary screen, fluorescence, CHO cells, BLA complementation. CCF4 ratio. inhibition, % at 4.98 µM. 0.38% of 360,000 active. AID 624267, 2012; in the data active means inhibition above about 21%;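 further: 0% = vehicle only and 100% = reference blocker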
# SRC1 inh: SRC1 coactivator transcriptional activity inhibitors, primary screen, cell-based, luminescence; inhibition, % at 3.6 µM; 0.12% of 360,000 active; HEK293 GAL4-SRC1 luciferase reporter;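 active means inhibition above the campaign mean plus 3 SD, with each screening campaign given its own cutoff, cut at about 60% in these data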;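 further: 0% = DMSO treated cells and 100% = gossypol at 36 µM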
# TWEAK-Fn14 inh: inhibitors of TWEAK-Fn14 signaling, primary screen, luciferase reporter cells, uHTS. inhibition, % at 10 µM. 2% of 360,000 active. TWEAK-stimulated Fn14 reporter cells, luciferase luminescence, 8 h; in the data active means inhibition above about 50%
# NCOA3 inh: SRC3 coactivator transcriptional activity inhibitors, primary screen, cell-based, luminescence; 0.17% of 360,000 active; inhibition, % at 3.6 µM; HEK293 GAL4-SRC3 luciferase reporter; AID 588352, 2011;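 active means inhibition above a per-campaign cutoff, the mean of all compounds plus 3 SD, cut at about 60% in these data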;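 further: 0% = DMSO-treated cells and 100% = gossypol-treated cells at 36 µM; higher means less SRC3-driven luciferase light from the GAL4 reporter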
# ABHD5-PLIN5 inh: ABHD5-PLIN5 interaction inhibitors, primary screen, cell lysate, split luciferase complementation, luminescence; 0.78% of 360,000 active; Split G. princeps luciferase complementation, 4 h; AID 602281, 2012; inhibition, % at 4 µM; Perilipin-5 (Homo sapiens) + 1-acylglycerol-3-phosphate O-acyltransferase ABHD5 (Homo …;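 active means inhibition above the mean inhibition across every tested compound plus 3 SD, cut at about 22% in these data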;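 further: 0% = DMSO only wells and the 100% control is not disclosed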
# NCOA2 inhibitor: inhibition of GAL4-SRC2 driven luciferase reporter, primary screen, SRC2 inhibitor project, cell-based, luminescence. Nuclear receptor coactivator 2 (Homo sapiens), Q15596. 0.17% of 370,000 active. AID 651957, 2012. HEK293 GAL4-SRC2 luciferase reporter. inhibition, % at 9 µM;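 active means inhibition above the mean inhibition of all tested compounds plus 3 SD, set per campaign, cut at about 52% in these data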;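 further: 0% = DMSO treated cells and 100% = cells given Gossypol at 36 µM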
# Target sequence (Q15596 whole entry, looked up, the tested form may be a part): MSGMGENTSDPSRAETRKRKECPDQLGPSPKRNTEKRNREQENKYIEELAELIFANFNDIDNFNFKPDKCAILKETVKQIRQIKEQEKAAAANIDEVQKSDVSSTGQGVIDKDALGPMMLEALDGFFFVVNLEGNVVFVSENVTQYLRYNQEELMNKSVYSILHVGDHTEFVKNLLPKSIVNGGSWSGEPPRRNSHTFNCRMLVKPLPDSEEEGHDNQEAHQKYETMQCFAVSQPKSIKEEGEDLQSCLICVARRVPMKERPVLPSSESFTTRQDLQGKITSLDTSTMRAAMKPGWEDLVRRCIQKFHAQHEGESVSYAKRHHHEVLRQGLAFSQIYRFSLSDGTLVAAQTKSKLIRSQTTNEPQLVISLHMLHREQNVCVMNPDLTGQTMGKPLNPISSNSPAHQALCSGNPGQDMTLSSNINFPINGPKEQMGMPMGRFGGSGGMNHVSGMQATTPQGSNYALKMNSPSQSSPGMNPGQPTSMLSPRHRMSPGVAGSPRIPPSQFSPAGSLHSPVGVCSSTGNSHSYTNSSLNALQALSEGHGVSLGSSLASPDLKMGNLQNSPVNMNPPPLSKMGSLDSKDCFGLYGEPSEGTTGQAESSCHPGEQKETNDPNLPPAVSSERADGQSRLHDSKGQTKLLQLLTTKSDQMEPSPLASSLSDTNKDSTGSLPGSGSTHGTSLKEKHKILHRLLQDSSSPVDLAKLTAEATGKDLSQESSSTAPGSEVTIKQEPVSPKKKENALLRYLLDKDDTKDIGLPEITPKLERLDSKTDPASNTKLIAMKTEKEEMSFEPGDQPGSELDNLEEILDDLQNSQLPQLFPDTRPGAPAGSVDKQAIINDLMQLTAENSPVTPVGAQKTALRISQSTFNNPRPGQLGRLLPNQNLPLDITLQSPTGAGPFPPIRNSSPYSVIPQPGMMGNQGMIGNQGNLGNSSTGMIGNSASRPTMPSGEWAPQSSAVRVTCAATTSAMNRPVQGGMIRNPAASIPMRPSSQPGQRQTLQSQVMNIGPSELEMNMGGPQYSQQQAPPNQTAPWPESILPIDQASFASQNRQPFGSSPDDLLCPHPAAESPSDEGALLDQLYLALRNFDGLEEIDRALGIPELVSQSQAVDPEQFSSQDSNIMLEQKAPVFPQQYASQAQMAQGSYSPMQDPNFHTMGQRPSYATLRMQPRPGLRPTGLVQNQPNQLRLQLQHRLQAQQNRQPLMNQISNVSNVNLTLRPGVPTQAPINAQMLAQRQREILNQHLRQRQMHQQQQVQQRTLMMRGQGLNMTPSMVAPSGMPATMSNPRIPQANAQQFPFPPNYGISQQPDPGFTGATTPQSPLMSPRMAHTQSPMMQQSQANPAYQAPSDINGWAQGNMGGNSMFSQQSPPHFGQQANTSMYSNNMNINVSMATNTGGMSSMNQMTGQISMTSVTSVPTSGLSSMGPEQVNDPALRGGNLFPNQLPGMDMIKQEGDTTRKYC
# NR5A2 inv ag: LRH-1 (NR5A2) inverse agonists, primary screen, cell-based, luminescence, HEK293T, StAR-luciferase reporter | Nuclear receptor subfamily 5 group A member 2 (Homo sapiens), O00482 | LRH-1 transfected, 24 h | inhibition, % at 3.6 µM | 0.13% of 360,000 active | AID 602396, 2012;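 active means inhibition above the mean inhibition of all tested compounds plus 3 SD, cut at about 73% in these data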;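 further: 0% = DMSO wells and 100% = reporter-only cells lacking LRH-1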
# TROY signal inh: inhibitors of TROY-driven NF-kB signaling, primary screen, Q293 LMP1-TROYcd cells, NF-kB luciferase, uHTS; AID 1347056, 2019; inhibition, % at 10 µM; 0.98% of 360,000 active; Q293 LMP1-TROYcd NF-kB luciferase reporter, 4 h;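 active means compounds whose plate-normalised and pattern-corrected inhibition of the luciferase reporter signal at the single screening dose is 50% or more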
# TLR9-MyD88 inh: inhibitors of TLR9-MyD88 association in cells, primary screen, cell-based, CHO, BLA complementation, fluorescence; Toll-like receptor 9 (Homo sapiens) + Myeloid differentiation primary response protein …; CCF4 FRET ratio; inhibition, % at 4.98 µM; 0.21% of 340,000 active; AID 504734, 2011;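 active means inhibition above the mean over all tested compounds plus 3 SD, cut at about 21% in these data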;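 further: 0% = DMSO only wells and 100% = clavulanate BLA inhibitor control wells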
# Granule exo inh: LAMP-1 surface exposure blockers, TALL-104 cells – cell-based, flow cytometry, MLPCN library, primary screen. AID 651702, 2012. 0.66% of 360,000 active. TALL-104 LAMP-1 surface exposure; cells stimulated with thapsigargin and PMA. inhibition, % at 10 µM;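 active means inhibition above about 55%, limit read from the data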
# NR2F2 inh: NR2F2 transcriptional activity inhibitors, primary screen, cell-based, luciferase reporter, HEK293T, luminescence; HEK293T NGFI-A luciferase reporter; inhibition, % at 8.6 µM; 0.7% of 370,000 active;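 active means inhibition above a per-plate cutoff, mean inhibition of test wells between control levels plus 3 SD, cut at about 38% in these data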;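 further: cells cotransfected with COUP-TFII expression vector driving the NGFI-A reporter; 0% = median of COUP-TF2 test wells and 100% = reporter-only cells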
# Active calls of the source: *; / = not tested or not shown. This is a subset (hit frequency here may not be typical).
SMILES,NOD2 RIPK2 PPI,SRC1 inh,TWEAK-Fn14 inh,NCOA3 inh,ABHD5-PLIN5 inh,NCOA2 inhibitor,NR5A2 inv ag,TROY signal inh,TLR9-MyD88 inh,Granule exo inh,NR2F2 inh
CCCOc1cc(C)c(Cl)cc1S(=O)(=O)N(CC)CC,-4,-4,1,2,-3,9,8,-13,-8,4,4
OCCn1cnc2c(SCc3ccccc3)ncnc21,-10,-52,-41,-63,6,-28,-21,-28,-9,-2,-13
O=C(CCCCCNC(=O)c1ccccc1Br)N=Nc1c(O)[nH]c2ccccc12,-1,13,-1,9,8,18,20,-4,-5,-6,15
S=C(NCc1cccnc1)Nc1ccc(Cl)c(Cl)c1,-12,-12,2,18,6,13,15,-2,-13,2,10
CCC1CCCCN1C(=O)C1CC(c2cc(Cl)c(OC)cc2OC)=NO1 (stereo unspecified),2,-5,-22,1,-2,-22,-32,-2,-10,5,15
C[C@H]1COC(=O)[C@@H](CC(=O)OC(C)(C)C)C/C=C\C[C@@H](CC(=O)N[C@H](CO)Cc2ccccc2)C(=O)N1,-4,9,9,3,-2,-10,0,0,-2,7,-6
Cc1cccc(C(=O)NNC(=O)c2c(O)c3ccccc3n(C)c2=O)c1,-11,16,35,-7,-2,15,7,24,-10,14,10
Cc1[nH][nH]c(=O)c1C=NCc1cccs1,-3,8,-6,0,0,-20,4,4,-8,34,5
C/C(=N/NC(=O)c1ccccn1)c1ccc(O)cc1,-16,-108,12,-53,-1,-64,-174,-7,-2,-6,-43
CCCCN(C(=O)CNC(=O)c1ccco1)C(C(=O)NC1CCCCC1)c1ccc(OC)cc1OC (stereo unspecified),-5,7,-3,8,-8,12,4,-2,1,2,-6
COc1ccc(C2CC(=O)C(C3NCCc4ccccc43)=C(O)C2n2cncn2)cc1 (stereo unspecified),-17,5,32,22,14,-13,8,3,2,-8,5
Cc1cccc2c(=O)c(Br)c(C)n(Cc3ccccc3)c12,1,-5,-17,14,3,-1,-12,-4,-3,0,-1
CCOC(=O)C1CCCCN1C(=O)c1cc2ccc(OC)cc2c2cc(OC)c(OC)cc12 (stereo unspecified),-5,-3,19,-22,-3,-12,-1,-3,4,-5,1
CC(C)CNC(=O)C1C(=O)Nc2ccccc2C(=O)N1C1CCCCC1 (stereo unspecified),5,/,/,/,-6,3,-5,/,/,2,-8
CC(=O)N1CCN=C1SCc1ccc(C(F)(F)F)cc1,7,-1,-28,-13,2,-10,7,-5,7,-19,-15
COc1ccc([C@H]2N[C@]3(CCCN(Cc4ccc(F)cc4)C3=O)[C@H]3C(=O)N(C)C(=O)[C@@H]23)cc1,0,-10,2,4,0,4,20,-11,1,-1,15
CN(C)c1nc(C(=O)Nc2ccccc2)nc(N(C)C)n1,-2,0,-9,-4,-2,9,12,-2,0,-1,-1
Cc1ncc([N+](=O)[O-])n1CC(=O)NC1CCCC1,-13,5,-3,8,4,9,6,-2,-4,2,-18
c1ccc(C2Nc3ccccc3-c3nc4ccccc4n32)nc1 (stereo unspecified),-3,-36,19,-22,2,-76,-69,-2,-2,1,-42
Cc1nc(C(F)(F)F)ccc1C(=O)N1CCC(C)(C(=O)O)C1 (stereo unspecified),10,13,10,-7,6,-35,7,2,/,-1,-9
Cc1cc(C)cc(OCC(=O)OCC(=O)Nc2cc(S(=O)(=O)N3CCOCC3)ccc2Cl)c1,-9,9,0,20,3,-2,-6,4,16,0,3
O=C(CN1CCN(S(=O)(=O)c2ccc(F)c(Cl)c2)CC1)N1CCOCC1,1,1,3,3,1,24,1,-20,-8,25,-6
ClCc1csc(-c2ccccc2Cl)n1,3,-3,16,5,4,13,-27,-29,-9,0,-12
Cc1ccccc1OCCCCCCN1CCNCC1,-19,-24,1,11,-2,-12,-8,-13,-2,6,-4
CCn1nccc1C(=O)Nc1ccc(S(=O)(=O)NC23CC4CC(CC(C4)C2)C3)cc1,7,20,19,11,-2,5,-1,37,-3,1,-14
# New compounds follow:
SMILES,NOD2 RIPK2 PPI,SRC1 inh,TWEAK-Fn14 inh,NCOA3 inh,ABHD5-PLIN5 inh,NCOA2 inhibitor,NR5A2 inv ag,TROY signal inh,TLR9-MyD88 inh,Granule exo inh,NR2F2 inh
O=C(COc1ccc(F)cc1Cl)Nc1ccc(N2CCOCC2)cc1N1CCOCC1,-9,26,-18,8,-6,-3,17,-5,-4,-10,-2
COc1cc(NC(=O)CCS(=O)(=O)c2ccc3c(c2)n(C)c(=O)c(=O)n3C)cc(OC)c1,-15,-10,-12,11,0,0,-24,14,-4,-3,-1
C/C(C/C(C)=C1/SC(=S)NC1=O)=C1\SC(=S)NC1=O,1,-4,-9,-16,-22,-15,-9,14,-3,2,8
O=C(OCCN1C(=O)c2ccccc2C1=O)[C@@H]1CC(O)CN1S(=O)(=O)c1ccccc1[N+](=O)[O-] (stereo partly specified),-6,-3,14,11,-2,-5,-31,-8,0,-11,-7
CCOC(=O)CSc1nc(N2CCOCC2)c2c(c1C#N)CC(C(C)C)OC2 (stereo unspecified),-8,12,7,13,9,1,0,-1,3,-17,-7
Cc1ccc(N(C)S(=O)(=O)c2ccc(-c3cc(C)no3)s2)cc1,-1,9,-9,14,-1,8,0,3,-3,2,14
CCCCOc1ccc(C(=O)N/C(=C/C=C/c2ccccc2)C(=O)O)cc1,13,8,16,8,-4,10,1,-4,3,0,-12
CCOC(=O)CSc1nnc2n(C3CCCCC3)c(=O)c3c4c(sc3n12)CCCC4,-12,-20,-32,2,2,-8,-11,6,10,3,-1
Cc1c(C(=O)N(C)Cc2ccc(F)cc2)sc(=O)n1Cc1ccc(Cl)c(Cl)c1,4,6,13,12,-1,-15,-3,17,/,34,12
CCCCN1C(=N)N([C@@H](C)CN2CCC[C@H]2CN2C(N)=NC[C@@H]2Cc2ccccc2)C[C@H]1[C@H](C)CC,-15,13,-5,5,5,9,-7,-7,6,54,-12
COc1ccc(CNC(=O)COC(=O)[C@H](Cc2ccccc2)NC(=O)c2cccs2)cc1,2,-5,-11,-11,11,12,-20,-3,-2,2,-1
Cc1ccc(S(=O)(=O)NC(CC(C)C)C(=O)Nc2nccs2)cc1 (stereo unspecified),-1,1,-2,21,-1,-28,-2,-20,1,28,-12
COc1ccc2nc(NCc3ccccc3)[nH]c2c1,3,-13,16,-59,4,-89,-38,-27,-2,1,-21
COCCN(C(=O)COC(=O)c1ccco1)c1c(N)n(Cc2ccccc2)c(=O)[nH]c1=O,-7,5,-2,-20,3,-13,5,-18,-1,-1,-16
COc1cc2cnc(-c3cccnc3)cc2cc1OC,-4,2,-26,-1,-6,-22,4,2,-12,-9,-24
CC(Oc1ccccc1)c1ccnc2nc(/N=C/N(C)C)nn12 (stereo unspecified),0,-25,-3,19,3,-6,3,4,2,1,1
CCOC(=O)NC(=O)CSc1nc2ccccc2[nH]1,1,12,-13,22,-4,-14,4,2,0,1,5
COc1cc(NC(=O)C2=C(C)OCCS2)c(Cl)cc1C(=O)NCCN1CCN(C)CC1,-10,-15,-7,1,-5,-42,12,-1,15,-2,-35
O=S(=O)(Nc1cccc(-c2ccc(N3CCCCCC3)nn2)c1)c1ccccc1F,-3,-45,27,-82,-3,-48,-123,22,-4,8,-44
O=C(Nc1ccccc1)c1cc(S(=O)(=O)Nc2cccnc2)ccc1Cl,-5,-9,-1,-3,4,11,16,5,-7,2,-2
COc1ccccc1OC(=O)CCc1nc2ccccc2s1,0,-25,14,-7,-7,0,-20,20,4,-3,-18
O=C(COC(=O)C(O)c1ccccc1)NC12CC3CC(CC(C3)C1)C2 (stereo unspecified),-1,-2,24,11,-7,7,2,/,3,0,-5
COCCn1c(N)c(Sc2ccccc2[N+](=O)[O-])c(=O)[nH]c1=O,-5,0,6,3,0,-1,-4,7,1,6,23
CSc1nc(O)cc(=O)n1-c1ccc(F)cc1,1,1,32,16,9,-11,-16,4,-10,-3,9
Cc1cc(C)c2cc(C#N)c(N3CCCN(C(=O)c4cnccn4)CC3)nc2c1,-8,-3,30,-4,-8,1,2,11,-4,32,5
# (cont.)
SMILES,NOD2 RIPK2 PPI,SRC1 inh,TWEAK-Fn14 inh,NCOA3 inh,ABHD5-PLIN5 inh,NCOA2 inhibitor,NR5A2 inv ag,TROY signal inh,TLR9-MyD88 inh,Granule exo inh,NR2F2 inh
N#Cc1nc(Cc2cccc3ccccc23)oc1N1CCN(c2ccccc2)CC1,-11,3,-6,-14,-5,-19,11,-2,2,1,8
CCc1nc(CNC(=O)C2CCC(=O)N(CCc3cccc(F)c3)C2)no1 (stereo unspecified),-4,3,22,14,6,-29,0,-17,1,-5,-5
COc1ccccc1C=NNc1nc(C)cc(=O)[nH]1,-4,-18,-6,-4,-2,-19,3,-2,1,-3,1
Cc1cc(OCc2cc(C(=O)N3CCN(CC4CC4)CC3)no2)cc(C)c1Cl,5,-8,-2,6,0,-34,-32,-9,-11,-4,-12
O=c1cc(N2CCC3(CC2)OCCO3)[nH]c(=O)n1-c1ccc(Cl)cc1,-14,9,1,3,5,/,-6,2,4,-2,/
O=C(Nc1cccc(S(=O)(=O)N2CCCC2)c1)c1ccc2c(=O)n3c(nc2c1)CCCCC3,-3,13,57*,25,4,24,20,28,6,0,14
Cc1cc(C(=O)COC(=O)c2ccc(O)cc2)c(C)n1CC(F)(F)F,0,-101,11,-100,0,-52,-92,1,2,8,-24
Cc1[nH]c2ccccc2c1/C=N/Nc1nncn1N,4,-33,-27,-34,-62,17,-21,-24,0,1,92*
CCN(CC)C(=O)Cn1ccc(NC(C)=O)nc1=O,-6,16,-8,2,-1,-11,1,4,-3,-6,-3
CC1(C)CN(CCc2ccccc2)C(=O)[C@H]1CC(=O)Nc1ccc(Br)cc1,-3,8,4,-14,-3,18,-1,-12,-16,-2,-11
Cc1ccc(C(=O)NCCn2ccc3ccccc32)cc1[N+](=O)[O-],5,-7,-3,-21,-10,-7,-26,-60,11,-4,13
COc1ccc(NC(=O)CCCNS(=O)(=O)c2cccs2)cc1,-4,13,-10,2,4,-3,-27,9,0,-1,0
Cc1ccc2c(c1)c(N=O)c(O)n2Cc1ccc(Cl)cc1,1,2,-3,-5,-6,22,1,3,13,4,-8
CCOC(=O)c1cnc2ccccc2c1Nc1cccc(C(=O)O)c1,-7,-13,4,7,-1,6,1,-13,-14,12,-12
